From PubChem BioAssay
HSF1 inhib: HSF1 inhibition | 300,000 tested, 0.77% active | NIH3T3-HGL HSE-luciferase, MG132-induced, luminescence 8 h; hits give low values | activity change, negative = inhibition, % at 7.5 µM (by protocol);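 active = more than half of replicate wells show activity change below -50%, luminescence cut by over half; inconclusive = some wells, but at most half, below -50%; inactive = no replicate well below -50%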;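 also: luciferase reports HSF-1 transcriptional activity via heat shock element; 0% = median of DMSO wells and -100% = zero luminescence signal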
Platelet DG rel: platelet dense granule release activity. AID 1663. human platelet-rich plasma, SFLLRN dense granule ATP release, luminescence. 300,000 tested, 0.22% active. inhibition, %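 (compounds screened at 7.5 µM in platelet-rich plasma)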;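 active = mean replicate score, as percent of positive control, at or above 50; inconclusive = mean below 50 but at least one replicate at or above 50; inactive = mean and every replicate below 50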
PolyA inhibitor: blocks polyadenylation in yeast reporter cells; AID 1875; S. cerevisiae SKY197-pL101 polyadenylation reporter, beta-gal luminescence; efflux-impaired pdr1/pdr3 knockout yeast; score 100 = 6 SD above DMSO; 300,000 tested, 0.02% active; calls only at 12 µM;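 active = lowest replicate activity score at least 50, where 100 means six control SD above control mean; inconclusive = lowest score under 50 but half or more replicates reach 50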;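 also: yeast exposed to compound for 9 h at 30 °C; higher score means more reporter readthrough which indicates perturbed polyadenylation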
HDAC3 inh: blocks human histone deacetylase 3; O15379; recombinant HDAC3, fluorogenic peptide/trypsin coupled, fluorescence; inhibition, % at 8.3 µM; 320,000 tested, 0.15% active; in the data active = inhibition above about 26%, passing the limit was not always enough; inconclusive = no clear call, values can overlap the other calls
HSF1 activator: increases HSF-1 driven luciferase reporter signal; activation, % at 9 µM; 300,000 tested, 1.7% active; NIH3T3-HGL HSF-1 luciferase reporter, MG132, 8 h; 100% = twice DMSO control signal; AID 504408;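 active = mean replicate activation of at least 50% with a set share of replicates each reaching 50%; inconclusive = only one of those two conditions met; inactive = mean below 50% and too few replicates reaching it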;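 also: 0% = median of the neutral control wells and 100% = twice that signal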
AI-2 QS mod: modulators of Vibrio harveyi AI-2 quorum sensing system | 300,000 tested, 0.4% active | AID 2094 | activity change, % at 7.5 µM | Vibrio harveyi JMH597 AI-2 luminescence/OD600 ratio, 9 h; hits give low values; strain lacks LuxN and CqsS sensors; 0 = neutral-control median; in the data active = activity change below about -75%, passing the limit was not always enough; inconclusive = no clear call, values can overlap the other calls;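 also: luminescence divided by OD600 gain over 9 h not by final OD600 alone; inactives centre near 13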
Dyrk1A ADPGlo: inhibitors of rat Dyrk1A kinase; Q63470; ADP-Glo luminescence, NFATc1 peptide; inhibition, % at 12.5 µM; 310,000 tested, 0.43% active; AID 504441; in the data active = inhibition above about 50%;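 also: plate controls were vehicle with enzyme for no effect and no enzyme for full effect; many of its hits are not listed in these tables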
HSP90 refold inh: inhibitors of HSP90 luciferase refolding in rabbit reticulocyte lysate. inhibition, % at 5.6 µM. 290,000 tested, 0.91% active. AID 1789. luciferase refolding luminescence, 3 h;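 active = inhibition above the screen-wide mean plus 3 SD, computed separately per campaign, cut at about 16% in these data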;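 also: 0% = DMSO wells and 100% = 60 µM geldanamycin wells; inhibitors lower the luminescence because luciferase stays unfolded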
GSK3 alpha inh: blocks human GSK-3 alpha kinase; P49840; ADP-Glo luminescence, 60 min; inhibition, % at 10 µM; 320,000 tested, 0.1% active;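 in the data active = inhibition above about 50%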;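 also: GST-tagged GSK-3 alpha with peptide substrate and 25 µM ATP; 0% = DMSO neutral wells and 100% = GW8510 positive control wells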
Target sequence (P49840 whole entry, looked up): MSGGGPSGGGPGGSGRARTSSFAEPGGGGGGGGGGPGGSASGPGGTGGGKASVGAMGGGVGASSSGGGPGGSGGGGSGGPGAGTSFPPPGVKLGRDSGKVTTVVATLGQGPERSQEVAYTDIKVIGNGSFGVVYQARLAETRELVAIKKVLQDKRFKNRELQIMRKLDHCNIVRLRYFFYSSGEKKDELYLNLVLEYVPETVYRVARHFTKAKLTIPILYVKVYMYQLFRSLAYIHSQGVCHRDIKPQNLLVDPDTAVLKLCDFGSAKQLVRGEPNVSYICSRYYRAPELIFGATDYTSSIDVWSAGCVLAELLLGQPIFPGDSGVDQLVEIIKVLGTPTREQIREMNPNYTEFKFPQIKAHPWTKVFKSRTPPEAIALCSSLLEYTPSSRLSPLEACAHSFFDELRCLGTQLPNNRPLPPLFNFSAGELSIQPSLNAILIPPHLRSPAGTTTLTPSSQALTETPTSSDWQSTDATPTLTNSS
GSK3B inh: human GSK3beta kinase inhibition | P49841 | GST-GSK3beta kinase, ADP-Glo luminescence, 60 min; hits give low values | activity score (negative = inhibition), % at 10 µM | 300,000 tested, 0.038% active | AID 2097;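 active = more than half of replicate wells score below -50%, meaning over 50% inhibition versus plate controls; inconclusive = some replicates but at most half score below -50%; inactive = no replicate scores below -50%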;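 also: 0% = median DMSO wells and -100% = median GW8510 positive control wells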
Target sequence (P49841 whole entry, looked up): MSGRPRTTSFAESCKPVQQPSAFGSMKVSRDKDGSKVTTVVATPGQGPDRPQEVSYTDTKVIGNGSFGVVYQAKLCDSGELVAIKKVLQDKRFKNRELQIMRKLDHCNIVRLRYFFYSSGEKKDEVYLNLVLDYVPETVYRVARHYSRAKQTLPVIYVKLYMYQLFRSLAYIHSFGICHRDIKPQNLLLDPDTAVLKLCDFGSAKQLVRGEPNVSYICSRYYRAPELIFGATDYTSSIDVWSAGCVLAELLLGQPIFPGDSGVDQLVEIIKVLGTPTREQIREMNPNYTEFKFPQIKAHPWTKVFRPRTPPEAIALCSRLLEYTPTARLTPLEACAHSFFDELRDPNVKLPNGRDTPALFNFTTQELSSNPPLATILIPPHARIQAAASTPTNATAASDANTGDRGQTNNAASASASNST
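Test system: GST-tagged human GSK3beta kinase, cell-free; evaluation: activity score scaled between in-plate DMSO and GW8510 controls; measured by: ADP-Glo luminescence; incubation: 60 min reaction, RT; benchmarks: DMSO and 20 µM GW8510; reagent: peptide substrate plus 25 µM ATP (final); medium: Tris/MgCl2 kinase buffer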
Numbers without * were called inactive; i = inactive; ? = inconclusive; / = no result given; & = joins results of further samples. The list is partial. The share of hits here may be higher or lower than overall.

item	SMILES	HSF1 inhib	Platelet DG rel	PolyA inhibitor	HDAC3 inh	HSF1 activator	AI-2 QS mod	Dyrk1A ADPGlo	HSP90 refold inh	GSK3 alpha inh	GSK3B inh
1	CC1=C(OC(=O)c2ccccc2)C(C)(C)C(c2ccc(Br)cc2)OC1=O (stereo not drawn)	-1.0	-0.6	/	3.8	4.2	17.1	4.0	1.2	-3.3	0.5
2	COc1cc(C(O)c2nc3ccccc3s2)cc(OC)c1OC (stereo not drawn)	7.8	0.4	i	7.1	47.7	30.3	4.9	1.0	-1.1	1.2
3	Cc1ccc(C(=O)Nc2ccsc2C(=O)O)cc1	29.7	-3.9	i	4.3	47.8	17.8	3.9	18.0*	5.5	1.0
4	C(=N\NC(=Nc1ccccc1)c1ccccn1)/c1ccccn1	-0.4	-3.1	i	4.3	-8.0	31.6	-5.1	-1.1	4.1	1.3
5	O=C(Nc1ccccc1Cl)c1sccc1-c1ccccc1	-1.6	-1.7	i	2.5	1.2	19.3	-0.2	5.1	-0.6	-0.4
6	COc1ccc(NC(=O)CCNC(=O)c2ccccc2Cl)cc1OC	5.2	1.6	i	/	-5.0	8.1	-0.7	1.9	-2.2	-4.3
7	COc1ccc(NC(=O)c2ccco2)cc1NC(=O)c1ccc(Br)o1	-1.4	2.3	i	-0.6	-7.9	21.8	3.3	0.6	-0.4	0.2
8	CC(C)c1ccc(SCc2noc(C(=O)NCC3CCCO3)c2C(=O)O)cc1 (stereo not drawn)	8.8	-1.1	i	2.5	-2.8	18.3	7.5	-2.8	-2.9	0.5

item	SMILES	HSF1 inhib	Platelet DG rel	PolyA inhibitor	HDAC3 inh	HSF1 activator	AI-2 QS mod	Dyrk1A ADPGlo	HSP90 refold inh	GSK3 alpha inh	GSK3B inh
9	CCN(CC)C(=O)c1sc(NC(=O)c2cccnc2)c(C(=O)OC)c1C	-5.0	11.8	i	0.4	-6.5	0.8	-2.3	1.2	1.9	2.6
10	COc1ccc(S(=O)(=O)N2CCOCC2)cc1NC(=O)CSc1nnc2ccccn12	-6.6	-15.5	i	7.4	-8.2	20.9	/	-1.2	-7.2	-2.1
11	O=C(COC(=O)/C=C/c1cccc(Cl)c1)NCCC1=CCCCC1	-0.1	-18.0	i	9.4	5.6	35.8	-3.5	-1.4	-3.9	-1.6
12	C/C(=N\N(c1ccccc1)c1ccccc1)c1ccc(O)cc1	3.4	11.8	i	3.4	26.0	32.8	0.3	0.0	-0.4	-1.7
13	CC1CCCN(CCCNC(=O)C2CCN(S(=O)(=O)N3CCC4(CC3)OCCO4)CC2)C1 (stereo not drawn)	-21.5	2.3	i	3.2	-31.7	2.5	0.5	-1.8	-1.3	2.0
14	O=C(Cn1cncn1)NCc1ccc(Cl)cc1	14.3	-2.7	i	-4.6	-13.1	13.3	-4.8	2.6	0.9	-1.5
15	CC(=O)c1sc(NC(=O)c2cc3c(C)nn(-c4ccccc4)c3s2)nc1C	3.6	-7.5	i	-1.8	8.8	12.2	6.0	-1.5	-1.6	-0.3
16	Cc1cc(SC(C)C(=O)NCC(=O)Nc2ccc(F)c(F)c2F)nc2ccccc12 (stereo not drawn)	3.8	2.9	i	/	-4.9	39.1	-5.7	-3.3	/	-2.3

item	SMILES	HSF1 inhib	Platelet DG rel	PolyA inhibitor	HDAC3 inh	HSF1 activator	AI-2 QS mod	Dyrk1A ADPGlo	HSP90 refold inh	GSK3 alpha inh	GSK3B inh
17	CCCCn1c(N)c(N(CC)C(=O)C(c2ccccc2)c2ccccc2)c(=O)[nH]c1=O	4.2	4.6	i	-0.5	19.5	13.3	0.8	-1.3	-0.4	0.0
18	CC(=O)/C=C(/C)NC(Cc1c[nH]c2ccccc12)C(=O)O (stereo not drawn)	5.4&-2.4	-1.8&-0.2	i	5.7&4.9	19.9&-3.2	-2.2&6.5	4.0	4.0&2.2	-1.6&-1.1	4.2&2.1
19	Cc1cc(=O)[nH]c(SCC(=O)Nc2ccc(Br)cc2)c1C#N	-3.7	3.0	i	?	-0.6	24.8	5.8	0.1	-6.9	5.2
20	CCc1cccc(NC(=S)N(CCCOC(C)C)C2CCN(C(C)=O)CC2)c1	-3.7	7.8	i	1.2	5.5	25.8	-2.0	-3.0	-0.6	4.8
21	O=C(Nc1cccc2c1CCCC2)C1CCN(c2nnnn2-c2ccccc2)CC1	-0.3	-7.6	i	-3.5	-3.4	1.8	-5.9	0.0	-0.4	-2.5
22	Cc1ccc(N(CC(=O)N2CCN(c3ccc(F)cc3)CC2)S(=O)(=O)c2c(C)noc2C)cc1	-0.7	10.2	i	-2.3	3.0	/	-0.5	-1.4	-1.7	1.3
23	N[C@H]1C(O)O[C@H](CO)[C@@H](O)[C@@H]1O (stereo partly drawn)	0.7	-0.7	i	-7.3	24.2	24.7	8.1	/	-1.0	1.7
24	COc1ccc(NC(=O)Cc2nnc(SCC(=O)NC3CCCCC3)n2C)cc1	-2.7	11.1	/	-3.6	-20.8	1.9	-0.9	-3.0	-0.7	-0.1

item	SMILES	HSF1 inhib	Platelet DG rel	PolyA inhibitor	HDAC3 inh	HSF1 activator	AI-2 QS mod	Dyrk1A ADPGlo	HSP90 refold inh	GSK3 alpha inh	GSK3B inh
25	CCCn1nnnc1SCC(=O)N1CCCc2ccccc21	1.4	-7.4	i	-3.3	-6.2	17.5	-2.3	2.1	-1.3	-3.4
26	O=C(c1cccc(S(=O)(=O)N2CCOCC2)c1)N1CCN(c2ccc(F)cc2)CC1	-2.0	11.6	i	-2.4	-18.4	12.1	-4.4	1.1	0.0	-2.7
27	Cc1ccc(C)c(S(=O)(=O)N2CCN(C(=O)c3ccc(C)s3)CC2)c1	-4.5	6.8	i	3.0	-0.9	23.1	2.5	-1.3	-1.9	-2.4
28	COc1cc(/C=C2/SC(N)=NC2=O)ccc1Oc1ccc([N+](=O)[O-])cc1[N+](=O)[O-]	/	-2.2	i	9.1	/	32.8	37.5	-2.5	-1.1	-0.9
29	Cc1ccc(NC(=O)COC(=O)[C@H](C)NC(=O)c2ccccc2)cc1S(=O)(=O)N1CCOCC1	9.5	?	i	-2.0	40.1	2.5	-4.6	-2.8	2.1	1.5
30	C#CCn1ccc(O)c(Cc2c(F)cccc2Cl)c1=O	0.9	-1.4	i	0.2	7.2	12.7	3.6	0.3	-1.0	-2.9
31	Cc1ccc(C)c(NC(=O)COC(=O)CCc2ccc(S(=O)(=O)N3CCOCC3)cc2)c1	-0.6	7.2	i	-4.4	9.3	4.7	-0.8	0.7	-0.3	2.3
32	c1cc(-c2cc3cc(N4CCOCC4)ccc3o2)cs1	6.5	4.8	i	-9.2	10.3	11.0	6.4	/	-2.2	-0.2

item	SMILES	HSF1 inhib	Platelet DG rel	PolyA inhibitor	HDAC3 inh	HSF1 activator	AI-2 QS mod	Dyrk1A ADPGlo	HSP90 refold inh	GSK3 alpha inh	GSK3B inh
33	Cc1ncc(CN2CCCC(CCC(=O)NCc3ccc(F)c(F)c3)C2)s1 (stereo not drawn)	1.5	5.9	i	-3.9	2.3	21.9	0.2	-0.5	0.5	-1.5
34	NCC(O)CN(c1ccccc1)c1ccccc1 (stereo not drawn)	1.0	-4.0	i	8.3	11.6	20.3	-4.4	-3.2	-1.8	0.4
35	c1ccc2c(c1)nc(Nc1ccc(N3CCCCC3)cc1)c1nncn12	8.3	-10.2	i	4.0	-4.4	24.4	25.7	4.2	-0.9	1.1
36	CCOc1ccc2c(c1)c1nnc(SCC(=O)N3CCCCC3C)nc1n2C (stereo not drawn)	4.5	3.6	i	-0.6	3.1	-4.3	-0.5	-7.3	/	1.8
37	O=S(=O)(c1ccc(NCC2CCCCC2)nc1)N1CCOCC1	-0.3	-3.9	i	/	11.8	24.5	3.9	3.2	0.4	2.7
38	COC(=O)C(Cc1ccc(O)cc1)NC(=O)c1ccc2c(c1)OCCO2 (stereo not drawn)	-4.7	-8.6	i	-2.3	12.1	20.3	0.0	26.0*	-0.9	0.2
39	O=C(O)C(Cc1ccccc1)N1C(=O)/C(=C/c2cccnc2)SC1=S (stereo not drawn)	-3.3	1.7	i	/	-6.3	4.6	4.0	0.9	-5.1	0.9
40	Cc1ccccc1OCCn1cc(C(=O)O)c2ccccc21	-6.6	-3.9	i	1.6	8.4	49.1	3.2	-1.1	-4.6	2.9

item	SMILES	HSF1 inhib	Platelet DG rel	PolyA inhibitor	HDAC3 inh	HSF1 activator	AI-2 QS mod	Dyrk1A ADPGlo	HSP90 refold inh	GSK3 alpha inh	GSK3B inh
41	O=S(=O)(c1ccccc1)N1CCN(c2ncnc3scc(-c4ccccc4)c23)CC1	-0.6	-4.0	i	-3.3	5.6	/	-1.8	6.3	-2.7	/
42	COC(=O)Cn1c(=N)n(CCN2CCCCC2)c2ccccc21	2.0	-1.0	i	-1.3	5.8	5.5	9.4	1.3	-7.1	-1.0
43	CCOC(=O)N1CCN(Cc2cn3ccccc3n2)CC1	-2.6	-13.4	i	-5.5	-12.4	21.6	-2.8	-1.8	0.4	2.3
44	N#CCC(CNc1ncc(C(F)(F)F)cc1Cl)OC(=O)c1c(F)cccc1F (stereo not drawn)	25.6	9.1	i	-6.9	41.2	13.9	0.2	2.4	-1.1	4.8
45	CC(=O)Nc1ccc(SCC(=O)NCCc2ccc(F)cc2)cc1	-5.9	-7.6	i	-9.9	-5.9	6.1	3.3	-3.1	3.0	0.1
46	CN1CCN(CC(=O)NC23CC4CC(CC(C4)C2)C3)CC1	-7.4	10.5	i	3.6	-4.4	2.4	1.8	-0.6	-2.5	0.3
47	COc1ccc(OC)c(C(C[N+](=O)[O-])c2c(C)cc3ccccn23)c1 (stereo not drawn)	88.3	-5.0	i	4.3	112.1*	9.5	0.6	-1.1	-2.8	-1.8
48	Clc1cccc(-c2nnc(SCc3nc4ccccc4[nH]3)n2Cc2ccco2)c1	4.2	-1.8	i	4.3	1.6	17.0	0.0	-0.6	4.1	2.2
49	CC1(C)OC(=O)N(c2ccccc2)C12C=Cc1cc(Br)ccc1O2 (stereo not drawn)	7.5	3.1	i	4.8	-3.8	1.8	0.5	-0.8	-2.8	-4.0
50	Cc1ccc(C)c(/C=C/C(=O)c2ccccc(=O)c2O)c1	26.1	4.6	i	9.4	?	14.5	-9.5	2.6	1.2	-0.4
